EPAC2 agonist – qHTS for Agonist of cAMP-regulated guanine nucleotide exchange factor 4 (EPAC2): primary screen; Rap guanine nucleotide exchange factor 4 (Homo sapiens), Q8WZA2; AID 720711, 2013; Potency, µM (titrated, usually from 154 µM), inactives show top-dose activation, usual class: activators; EPAC2 activation, biochemical qHTS; response scale: 100% = 6.5 mM cAMP response; actives 0.079% (n = 360,000); also: potency is read from the fitted curve at half-maximal effect; nearly all actives have a fitted effect of over 50% in size
Target sequence (Q8WZA2 whole entry, looked up): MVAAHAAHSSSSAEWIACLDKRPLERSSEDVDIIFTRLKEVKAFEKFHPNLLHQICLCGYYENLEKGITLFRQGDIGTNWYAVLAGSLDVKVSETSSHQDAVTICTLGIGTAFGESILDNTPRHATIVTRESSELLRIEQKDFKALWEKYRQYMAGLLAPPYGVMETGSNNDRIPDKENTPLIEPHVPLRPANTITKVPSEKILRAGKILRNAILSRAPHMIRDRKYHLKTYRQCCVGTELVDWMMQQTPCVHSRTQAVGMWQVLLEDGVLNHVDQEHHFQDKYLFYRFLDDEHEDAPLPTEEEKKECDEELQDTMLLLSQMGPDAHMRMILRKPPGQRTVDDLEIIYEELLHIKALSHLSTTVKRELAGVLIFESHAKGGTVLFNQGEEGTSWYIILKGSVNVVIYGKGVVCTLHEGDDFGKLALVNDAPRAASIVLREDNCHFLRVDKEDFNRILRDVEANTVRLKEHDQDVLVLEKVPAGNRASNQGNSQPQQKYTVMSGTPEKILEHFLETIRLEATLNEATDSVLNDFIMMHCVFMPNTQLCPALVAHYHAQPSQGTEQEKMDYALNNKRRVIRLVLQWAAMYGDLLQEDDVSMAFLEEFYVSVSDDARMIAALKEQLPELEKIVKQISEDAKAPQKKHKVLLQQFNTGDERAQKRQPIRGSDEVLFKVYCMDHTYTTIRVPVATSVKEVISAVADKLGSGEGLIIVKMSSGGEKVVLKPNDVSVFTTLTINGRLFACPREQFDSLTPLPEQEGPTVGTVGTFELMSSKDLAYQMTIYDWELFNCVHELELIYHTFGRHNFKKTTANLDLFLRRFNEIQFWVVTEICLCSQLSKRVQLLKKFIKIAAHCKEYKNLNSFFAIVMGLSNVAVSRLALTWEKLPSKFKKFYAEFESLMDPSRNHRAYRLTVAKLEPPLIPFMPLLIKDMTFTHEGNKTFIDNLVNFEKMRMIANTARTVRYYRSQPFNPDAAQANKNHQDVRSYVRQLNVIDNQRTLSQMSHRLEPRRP
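Fluorescence exchange assay: 100 nM EPAC2 with 250 nM RAP1B-BODIPY-GDP and 50 uM GDP; compounds tested as a concentration-titration series (qHTS). Loss of Rap1-bound BODIPY-GDP fluorescence read at 480/540 nm; data normalized to 6.5 mM cAMP.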
pAkt inh – HTS Assay for Inhibitors of Akt Phophorylation: Primary Screen; Neuro2A IGF-stimulated pAkt S473 HTRF, 20 min; hits give low values; activity change, % for hits at 50 µM; actives 0.32% (n = 360,000); in the data active = activity change below about -80%; inconclusive = mostly about -51% to -80%; also: % is scaled to controls: 0 for no effect and ±100 for the full control effect
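Neuro2A cells (4,500/well, DMEM with 0.5% FBS) were treated with compound at a single 50 µM final concentration, stimulated with 6 nM IGF for 20 min at 37 °C, and lysed. Phospho-Akt Ser473 was read by HTRF as 665/615 ratio ×10^4.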
A549 tox – Nrf2 qHTS screen for inhibitors: counterscreen for cytotoxicity | Potency, µM (highest dose often 46 µM), for inactives: at the highest dose activity change, negative = cytotoxicity, actives largely listed as inhibitors | A549 ARE-Fluc cells, CellTiter-Fluor viability, 18-24 h | actives 0.16% (n = 390,000); also: potency is read from the fitted curve at half-maximal effect; % is scaled to controls: 0 for no effect and ±100 for the full control effect
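A549 ARE-Fluc cells in 5% FBS OPTI-MEM, 5000 cells/well, rested 2 h then exposed to compounds in concentration-response for 18-24 h at 37 °C. Viability by CellTiter-Fluor fluorescence (Ex 405/Em 525) after 30 min; luciferase luminescence (BugLite, 15 min, RT) read afterwards.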
MmCpn inh – Inhibitors of TCP-1 ring complex (TRiC) of Methanococcus maripaludis (MmCpn): qHTS. AID 504842, 2011. Chaperonin Mm-Cpn (Methanococcus maripaludis). actives 0.031% (n = 330,000). Potency, µM (doses to about 76.9 µM), for inactives: at the top dose activity, negative = inhibition, usual class: inhibitors. purified Mm-Cpn ATPase, ADP Transcreener TR-FRET; also: potency is read from the fitted curve at half-maximal effect; % is scaled to controls: 0 for no effect and ±100 for the full control effect; nearly all actives have a fitted effect of over 80% in size
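ATP (10 uM final) was added to archaeal chaperonin (25 nM final) after 10 min exposure to test compound at 37°C; after 30 min further incubation, ADP was detected by competitive TR-FRET.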
Nrf2 block – Nrf2 qHTS screen for inhibitors; A549 ARE-Fluc reporter, luciferase luminescence, 18-24 h; Potency, µM (doses to about 46 µM), inactives show at the top dose activity change, negative = inhibition, usual class: inhibitors; actives 2.1% (n = 360,000); also: potency is read from the fitted curve at half-maximal effect; % is scaled to controls: 0 for no effect and ±100 for the full control effect; nearly all actives have a fitted effect of over 60% in size
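A549 ARE_Fluc cells (5000/well, 5% FBS OPTI-MEM) pre-incubated 2 h, then treated with compounds 18-24 h at 37C/5% CO2 in concentration-response. CellTiter-Fluor viability read first; BugLite luciferase luminescence after 15 min at room temperature gives Nrf2 activity.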
Nrf2 activator – qHTS of Nrf2 Activators; Potency, µM (top dose mostly 46.1 µM), for the others: top-dose activation, most hits filed as activators; actives 0.31% (n = 410,000); AREc32 ARE-luciferase reporter (MCF7-derived line), luminescence, 24 h; AID 624171, 2012; also: potency is read from the fitted curve at half-maximal effect; % of control where 0% means no effect; nearly all actives have a fitted effect of over 65% in size
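Steps: seed AREc32_Fluc cells (1000/well, 5% FBS OPTI-MEM); incubate overnight at 37 deg C; add 23 nL compound; incubate 24 hr; add Steady-Glo; hold 30 min RT; read luminescence.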
CCT modulator – High-Throughput Screening for Modulators of Cytosolic Chaperonin Activity; purified chaperonin ATPase assay, HTRF ADP detection, 30 min; actives 0.3% (n = 360,000); activity change, % (no concentration beside the values), hits read low; in the data active = activity change below about -30%; also: % is scaled to controls: 0 for no effect and ±100 for the full control effect
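ATPase activity: ADP formed was measured by HTRF Transcreener (665/615 nm ratio) after 30 min at 37 deg C with 10 uM ATP. Compounds screened at one 76 uM concentration against 40 or 20 nM TRiC in Tris pH 7.4/KCl/MgCl2/DTT buffer.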
TGFb inhibitor – qHTS for Inhibitors of TGF-b. HepG2 CAGA-GFP TGF-b/SMAD3 reporter, GFP fluorescence, 18 h; TGF-beta stimulated, 500 pg/mL final. Potency, µM (doses to about 46.1 µM), without a hit: at the highest dose activity, negative = inhibition, hits mostly inhibitors. actives 1.2% (n = 410,000). AID 588855, 2011; also: potency is read from the fitted curve at half-maximal effect; % is scaled to controls: 0 for no effect and ±100 for the full control effect; nearly all actives have a fitted effect of over 65% in size
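Read-out: total well GFP (ex488/em500-530) summed from mean per-cell fluorescence. Cells: HEPG2 CAGA-GFP, 1% FBS DMEM, 18 h at 37 degrees C with 500 pg/mL final TGF-beta. Unstimulated wells served as the full-inhibition control; stimulated DMSO wells = 0%.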
EPAC2 antagonist – qHTS for Antagonist of cAMP-regulated guanine nucleotide exchange factor 2 (EPAC2): primary screen | AID 720708, 2013 | EPAC2 GEF exchange of Rap1B-BODIPY-GDP, fluorescence | Rap guanine nucleotide exchange factor 4 (Homo sapiens), Q8WZA2 | actives 0.18% (n = 360,000) | Potency, µM (series often up to 114 µM), for the others: at the top dose activity, negative = inhibition, hits mostly inhibitors; also: potency is read from the fitted curve at half-maximal effect; % is scaled to controls: 0 for no effect and ±100 for the full control effect; nearly all actives have a fitted effect of over 45% in size; many of its hits are not listed in these tables
* marks the source's active call; other numbers are inactive results; i = inactive; ? = inconclusive; nt = no result given; & = joins results of further samples. Unless noted, calls follow the shape of the dose curve; as a rule, active = well fitted curve in the direction sought with a large enough effect; inconclusive = small, poorly fitted or top-dose-only effect, or another doubt; inactive = no such curve, though single readings can be large; an effect the other way counts as inactive or inconclusive. Some of the compounds tested, so the mix of outcomes need not match the whole.

mol,pAkt inh,Nrf2 activator,TGFb inhibitor,EPAC2 agonist,CCT modulator,MmCpn inh,A549 tox,Nrf2 block,EPAC2 antagonist
CCC(C)(C)NC(=O)C(c1cccs1)N(C(=O)c1ccn[nH]1)c1ccccc1 (configuration not stated),i,-0.9%,-19%,12%,-1.5,0%,0%,14%,-14%
c1coc(Cn2c(SCc3nc4ccccc4[nH]3)nnc2-c2cccs2)c1,i,3.3%,-2%,0%,0.3,-1%,-1%,nt,-2%
C[C@H](O)[C@@H]1CN2CCc3c([nH]c4ccccc34)[C@@H]2C[C@@H]1N(C)C(=O)Nc1cccc2ccccc12,i,5.1%,?,12%,-3.2,nt,nt,nt,-3%
O=C(CN(CC1CCCO1)C(=O)CNS(=O)(=O)c1ccc(Cl)cc1)NC1CCCCC1 (configuration not stated),i,0.1%,19%,-2%,1.9,0%,2%,5%,3%
COc1ccc(C(C)=O)cc1CN1C(=O)C(C)N(c2ccc(C)cc2)C1=O (configuration not stated),i,-0.1%,-4%,0%,-1.1,1%,-3%,-1%,-2%
COc1ccccc1NC(=O)CSc1nnc(NC(=O)c2ccco2)s1,i,0.1%,-5%,-2%,0.0,0%,-3%,18%,6%
CN(C)c1ccc(S(=O)(=O)NCC(=O)NCc2ccccc2)cc1[N+](=O)[O-],i,0.0%,-3%,6%,-1.6,0%,-9%,-8%,10%
CC(=O)C1=C(O)C(=O)N(CCN2CCOCC2)C1c1ccccc1 (configuration not stated),i,-0.3%,19%,8%,-0.2,-2%,-6%,-6%,-1%
Cc1cc(NS(=O)(=O)c2ccc(NC(=O)c3ccc(Cl)cc3Cl)cc2)no1,i,0.0%,4%,1%,-2.1,3%,5%,7%,5%
Cc1ccc(NC(=O)COC(=O)CCC(=O)c2cccs2)cc1C,i,0.4%,0%,12%,0.5,3%,-7%,2%,-3%

Some of the entries so far, with each value named.
structure: O=C(CN(CC1CCCO1)C(=O)CNS(=O)(=O)c1ccc(Cl)cc1)NC1CCCCC1 (configuration not stated)
  pAkt inh = i	Nrf2 activator = 0.1%	TGFb inhibitor = 19%	EPAC2 agonist = -2%	CCT modulator = 1.9	MmCpn inh = 0%	A549 tox = 2%	Nrf2 block = 5%	EPAC2 antagonist = 3%

structure: COc1ccc(C(C)=O)cc1CN1C(=O)C(C)N(c2ccc(C)cc2)C1=O (configuration not stated)
  pAkt inh = i	Nrf2 activator = -0.1%	TGFb inhibitor = -4%	EPAC2 agonist = 0%	CCT modulator = -1.1	MmCpn inh = 1%	A549 tox = -3%	Nrf2 block = -1%	EPAC2 antagonist = -2%

Next section
mol,pAkt inh,Nrf2 activator,TGFb inhibitor,EPAC2 agonist,CCT modulator,MmCpn inh,A549 tox,Nrf2 block,EPAC2 antagonist
O=C(COC(=O)c1cnccn1)c1ccc([N+](=O)[O-])cc1,i,3.5%,8%,11%,1.0,3%,4%,-5%,4%
O=c1[nH]c(-c2ccccc2)ncc1OCc1ccccc1,i,-0.1%,-2%,4%,-1.6,nt,1%,9%,3%
Cc1cc([N+](=O)[O-])nn1Cc1ccccc1F,i,-0.6%,-12%,0%,0.6,-1%,1%,0%,14%
Cc1cc(C)c(OCCCCN2CCC(C)CC2)c(Br)c1,i,-0.3%,4%,2%,1.4,-1%,-4%,9%,15%
c1ccc(OCCCn2nnc(-c3cccnc3)n2)cc1,i,0.2%,16%,8%,0.1,-2%,21%,-19%,5%
CCC(=O)NC(=S)Nc1ccccc1OC,i,2.7%,18%,9%,-1.7,1%,9%,10%,12%
CN1CCN(C(=O)c2ccc(Cl)cc2)CC1,i,-0.8%,?,7%,1.9,-3%,1%,9%,15%
CCOc1cccc(C(=O)NC(=S)Nc2cccc(NC(=O)c3ccccc3Cl)c2)c1,i,-0.9%,?,8%,0.5,-4%,-6%,-16%,2%
COc1cc(OC)cc(C(=O)Nc2ccc(NC(=O)c3ccco3)c(Cl)c2)c1,i,0.2%,-12%,-2%,-12,-2%,?,26µM*,-5%
CC(OCC(O)CNCC1COc2ccccc2O1)c1ccc(Cl)cc1 (configuration not stated),i,7.2%,2%,0%,3.5,1%,8%,20%,-29%
COCC(C)n1c(C)cc(C(=O)COC(=O)c2cnc(Cl)c(Cl)c2)c1C (configuration not stated),i,25%,3%,14%,0.2,-1%,0%,-2%,-18%
COc1cc(OC)c(NC(=O)Cc2cccs2)cc1Cl,i,4.2%,1%,2%,0.7,1%,3%,15%,8%
CCOc1ccc(C(=O)NCC(=O)OCC(=O)Nc2cccc(S(=O)(=O)N3CCCC3)c2)cc1,i,2.7%,0%,11%,0.0,2%,0%,10%,-10%
O=C(Cc1ccc(Cl)c(Cl)c1)N/N=C/c1cccnc1,i,2.5%,-13%,-6%,0.0,-2%,-9%,?,-22%
C=CCn1c(SCC(=O)Nc2nccs2)nnc1-c1cc2cccc(OC)c2o1,nt,-0.3%,?,-2%,-1.2,-3%,3%,nt,-10%
C/C=C(\C)C(=O)Nc1cccc(C2=NOC3(C2)C[C@@H](C(N)=O)N(C(=O)c2ccccc2C(=O)c2ccccc2)C3)c1 (some centres not stated),i,0.6%,0%,3%,-2.3,1%,2%,4%,4%
N#Cc1c(F)cccc1N1CCN(Cc2ccc3c(c2)OCO3)CC1,i,0.4%,-1%,?,0.2,1%,8%,?,-10%
CN1CCN(c2nc3c(c(=O)[nH]c(=O)n3C)n2Cc2ccccc2F)CC1,i,-0.7%,-5%,1%,-1.4,0%,-1%,1%,7%
O=C1OC(c2ccccc2)=C/C1=C\N1CCOCC1,i,6.9%,10%,4%,-4.8,-2%,2%,2%,10%
O[C@@H]1CN(Cc2cccs2)[C@@H](c2ccccc2)C[C@H]1n1cc(-c2ccc(F)cc2)nn1,i,1.5%,-4%,7%,-3.2,nt,nt,nt,2%
COc1ccc(CC(C)N2CCN(c3ccccc3)CC2)cc1OC (configuration not stated),nt,-0.1%,-1%,2%,2.1,-3%,-20%,-11%,18%
Nc1nccnc1C(=O)OCC(=O)NNC(=O)c1ccccc1,i,-0.1%,-11%,4%,-4.7,-3%,-1%,7%,11%
O=C(Nc1nc(-c2ccc(Cl)cc2)cs1)c1cccnc1,i,0.3%,-16%,-2%,-1.5,-3%,-1%,?,1%
O=C(NCc1cccnc1)c1ccccc1NS(=O)(=O)c1ccc(F)cc1F,i,-1.1%,9%,17%,0.9,4%,0%,-22%,2%
CCc1nn(CC(=O)NCCOC)c(=O)c2cc3cc(F)ccc3n12,nt,-0.9%,2%,nt,nt,nt,-6%,-7%,nt
Cc1ccccc1Oc1ccc2c(c1)[C@@H]1C[C@H]3[C@@H](C(=O)N1CC2)[C@H](C)ON3C,i,6.2%,?,13%,0.9,nt,0%,?,-6%
Cc1ccc(-c2nc(S(=O)(=O)c3ccccc3)c(N3CCN(c4ccccc4)CC3)o2)cc1,nt,0.1%,?,nt,nt,nt,0%,18%,nt
COc1ccccc1NC(=O)COC(=O)c1cc([N+](=O)[O-])ccc1N1CCCC1,i,4.2%,-11%,9%,0.4,-1%,-14%,?,2%
Oc1cccc2cc(-c3ccncc3)cnc12,nt,19%,3.5µM*,6%,nt,nt,nt,nt,13%
Fc1ccccc1CNC(=S)NCc1ccc(Cl)cc1,i,-0.6%,?,10%,-0.6,1%,9%,9%,-3%

The closing 2 records of the part before lead into the next:
mol,pAkt inh,Nrf2 activator,TGFb inhibitor,EPAC2 agonist,CCT modulator,MmCpn inh,A549 tox,Nrf2 block,EPAC2 antagonist
Oc1cccc2cc(-c3ccncc3)cnc12,nt,19%,3.5µM*,6%,nt,nt,nt,nt,13%
Fc1ccccc1CNC(=S)NCc1ccc(Cl)cc1,i,-0.6%,?,10%,-0.6,1%,9%,9%,-3%
COC(=O)[C@@]1(Cc2ccc(F)cc2)[C@H]2c3cc(C(=O)N(C)C)n(CCCNc4ncc(C(F)(F)F)cc4Cl)c3C[C@H]2CN1C(=O)c1ccccc1,i,5.7%,nt,0%,0.5,nt,nt,nt,-5%
CC(=O)Nc1ccc(NC(=O)C/C(C)=N/NC(=O)C(=O)N2CCCC2)cc1,i,-0.7%,-11%,6%,-1.0,1%,-4%,-11%,13%
COc1ccccc1C(=O)NCCCNc1nc2cc(C)cc(C)c2cc1C#N,i,0.1%,-23%,9%,1.3,nt,nt,nt,-19%
CCOC(=O)c1ccc(NC(=O)C2CCCN(c3cnccn3)C2)cc1 (configuration not stated),i,-0.1%&7.4%,-10%&0%,8%,-0.6,1%,11%&-10%,?,4%
O=C1CC[C@@H](CN(Cc2ccccn2)Cc2nc(-c3ccc(C(F)(F)F)cc3)no2)N1,i,-0.2%,2%,-1%,0.3,-1%,0%,0%,9%
CC(=O)c1ccc(N2CCN(C(=O)COc3ccc4ccccc4c3)CC2)cc1,i,0.1%,-13%,-1%,-0.3,nt,nt,nt,12%
N#Cc1ccsc1NC(=O)c1cnccn1,i,0.7%,15%,5%,-2.6,-3%,-29%,-17%,-6%
C#CCNC(=O)C[C@@H]1C[C@@]2(C(=O)OCC)CCCC=C2N(Cc2ccc(Cl)cc2Cl)C1=O,i,0.8%,nt,23%,-1.6,nt,nt,nt,-9%
